Bioassay records: PubChem, National Center for Advancing Translational Sciences (NCATS)
aSyn yeast rescue – qHTS of alpha-syn Inhibitors: NCGC Sytravon Library Screen; actives 0.02% (n = 94,000); Potency, µM (titrated, usually from 46.1 µM), for inactives: at the highest dose growth rescue (activation), actives largely listed as activators; S. cerevisiae alpha-synuclein toxicity rescue, BacTiter-Glo growth, 24 h; active means well fitted activation curve with a large enough effect; inconclusive means small, poorly fitted or top-dose-only effect; further: 0% is about no effect
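Growth restoration measured by BacTiter-Glo luminescence after 24 hr at 30 deg C; alpha-synuclein yeast, raffinose-pregrown to mid-log, were added at OD600=0.02 in galactose medium onto pinned compounds.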
Active calls of the source: *; u = inconclusive; [ ] = another dose, or the depositor's remark. Potency means the concentration at half of the fitted maximal effect. This is a subset. The share of hits here may be higher or lower than overall.

SMILES | aSyn yeast rescue
Cc1ccccc1Cn1c(=O)n(CC2CCC(C(=O)N3CCOCC3)CC2)c(=O)c2sccc21 (configuration not stated) | 1.4%
CC(C)CC1c2[nH]c3ccccc3c2CCN1CCCn1cccn1 (configuration not stated) | 1.6%
O=C(NCC1CCCN1S(=O)(=O)c1cccs1)c1ccc([N+](=O)[O-])cc1 (configuration not stated) | -0.9%
CCOc1ccc(Br)cc1C1NC(=O)c2c(sc3c2CCN(C)C3)N1 (configuration not stated) | -0.8%
CC(C)OCCCN(C)C1CCN(S(=O)(=O)c2csc(C(N)=O)c2)CC1 | -3.2%
Cc1cc(C)c(Cn2c3ccccc3c3cnn(CC(=O)N4CCCCC4)c(=O)c32)c(C)c1 | 3.2%
Cn1ccc(C(=O)N/N=C/c2c[nH]c3ccccc23)n1 | -12.6%
CC(=O)N1c2ccc(S(=O)(=O)NCC3CCC(C(=O)NCCC(C)C)CC3)cc2CC1C (configuration not stated) | -7.2%
Cc1cc(=O)[nH]c(SCC(=O)c2ccc3c(c2)NC(=O)CO3)n1 | 1.3%
CC1(C)NC(=O)N(CCC(=O)Nc2ccc(C(C)(C)C)cc2)C1=O | -0.1%
CCN(CC)S(=O)(=O)c1cccc(-c2n[nH]c(=S)n2CC(C)C)c1 | -17.5%
CCOc1ccc(-c2cc(NC(=O)Cn3ncc4c3-c3ccccc3OC4)on2)cc1OCC | 0.9%
CC(=O)Nc1ccc(NC(=O)CSc2nnc3ccc(-c4ccc(F)cc4)nn23)cc1 | 6.2%
CCC(C)NC(=O)CCSc1nc(-c2ccc(OC)cc2)cc(C(F)(F)F)n1 (configuration not stated) | -6.4%
O=C(Cc1cccs1)Nc1cccc(C(=O)Nc2ccc(C(=O)O)cc2)c1 | -2.0%
CC(=O)N/C(=C\c1cccs1)C(=O)O | -2.6%
Cc1c(C(=O)Nc2nc(-c3ccc(F)cc3)ns2)oc2ccc(Br)cc12 | -6.5%
CSc1ccc(CCNC(=O)C2CCN(c3ncnc4c3nc3n4CCCCC3)CC2)cc1 | -3.9%
COc1ccc(S(=O)(=O)N2CCN(C(=O)c3ccccc3Cc3ccccc3)CC2)cc1OC | 0.6%
CCOc1ccccc1NC(=O)c1c(NC(=O)COc2ccc(Cl)cc2)sc2c1CCCCC2 | 2.3%

Exported with tabs: three of the compounds above
Compound	aSyn yeast rescue
CC(=O)Nc1ccc(NC(=O)CSc2nnc3ccc(-c4ccc(F)cc4)nn23)cc1	6.2%
CCC(C)NC(=O)CCSc1nc(-c2ccc(OC)cc2)cc(C(F)(F)F)n1 (configuration not stated)	-6.4%
O=C(Cc1cccs1)Nc1cccc(C(=O)Nc2ccc(C(=O)O)cc2)c1	-2.0%

(cont.)
SMILES | aSyn yeast rescue
O=C(Cc1ccc(F)cc1)NCCc1csc(-c2ccc(C(F)(F)F)cc2)n1 | 4.4%
Cn1c(N=NC(=O)c2ccccc2)c(O)c2ccccc21 | -8.3%
CC(OC(=O)CC1CC2CCC1C2)C(=O)Nc1cccc(S(=O)(=O)N2CCOCC2)c1 (configuration not stated) | -2.5%
CCSc1ncc(Cl)c(C(=O)Nc2c(C(=O)Nc3ccc(Cl)cc3)oc3ccccc23)n1 | -17.0%
NC(=O)c1nsc(C(=O)N(Cc2ccco2)C(C(=O)NCc2ccccc2)c2ccc(O)cc2)c1N (configuration not stated) | 4.9%
CCOC(=O)C1CCN(S(=O)(=O)c2c(C)n(C)c(=O)n(C)c2=O)CC1 | 4.1%
COc1ccc(C(C#N)=Cc2ccc(N(C)CCC#N)cc2)cc1 | 3.9%
Cn1cccc1Cc1nnc(SCC(=O)NCc2ccccc2Cl)n1-c1ccc(F)cc1 | 16.4%
Cc1ccccc1NS(=O)(=O)c1cc2c(cc1C)NC(=O)CO2 | 4.1%
CCc1ccc2nc(N(Cc3cccnc3)C(=O)c3ccc(C#N)cc3)sc2c1 | u
Cc1c(NC(=O)C(C)(C)Oc2ccc(Cl)cc2)cccc1-c1nc2ncccc2o1 | -6.9%
COc1ccc(S(=O)(=O)NCc2ccco2)cc1C(=O)N1CCCCC1 | 0.0%
COc1ccc(OC)c(CNC(=O)c2cnc3c(C)cccn3c2=O)c1 | 2.9%
COc1ccc(NC(=O)Nc2ccc(Br)c(C)c2)cc1 | -0.2%
O=C(Nc1ccc(F)c(F)c1)C1CCCN1S(=O)(=O)c1cccc2nsnc12 (configuration not stated) | 3.0%
COc1ccc(NC(=O)COC(=O)c2c(C)noc2C)cc1Cl | -3.7%
COc1ccccc1NC(=O)C1=C(C)Nc2nc(SCc3ccccc3)nn2C1c1cccs1 (configuration not stated) | 0.6%
S=C(Nc1ccc2nsnc2c1)N1CCCCC1 | 5.7%
COc1cc(OC)c(NC(=S)Nc2cc(Cl)cc(Cl)c2)cc1Cl | -36.9%[inhibitor]
O=C(O)c1ccc(NCc2nc3ccccc3n2CCOc2ccccc2Cl)cc1 | 5.4%

Compounds from the list above that contain two or more sulfur atoms, in the order listed:
SMILES | aSyn yeast rescue
O=C(NCC1CCCN1S(=O)(=O)c1cccs1)c1ccc([N+](=O)[O-])cc1 (configuration not stated) | -0.9%
CC(C)OCCCN(C)C1CCN(S(=O)(=O)c2csc(C(N)=O)c2)CC1 | -3.2%
CCN(CC)S(=O)(=O)c1cccc(-c2n[nH]c(=S)n2CC(C)C)c1 | -17.5%
O=C(Nc1ccc(F)c(F)c1)C1CCCN1S(=O)(=O)c1cccc2nsnc12 (configuration not stated) | 3.0%
COc1ccccc1NC(=O)C1=C(C)Nc2nc(SCc3ccccc3)nn2C1c1cccs1 (configuration not stated) | 0.6%
S=C(Nc1ccc2nsnc2c1)N1CCCCC1 | 5.7%

Continuation:
SMILES | aSyn yeast rescue
O=C1c2[nH]nc(-c3ccccc3O)c2C(c2ccc(F)cc2)N1CCO (configuration not stated) | 3.6%
COc1cc(NC(=O)c2ccccc2F)c(OC)cc1NC(=O)CN1CCOCC1 | -5.8%
COc1cc(C2c3c(-c4ccccc4O)n[nH]c3C(=O)N2CCO)ccc1OCC(C)C (configuration not stated) | -0.3%
O=C(c1ccco1)N1CCN(C(c2cccs2)c2sc3ncnn3c2O)CC1 (configuration not stated) | 2.4%
COc1cccc(C(=O)Nc2nnc(S(=O)(=O)N3CCCc4ccccc43)s2)c1 | 1.3%
O=C(C1CCCN(S(=O)(=O)c2cccc3nonc23)C1)N1CCN(c2ccccc2Cl)CC1 (configuration not stated) | 1.9%
O=C(NCCOc1ccccc1)C1CCN(C(=O)Nc2ccccc2)CC1 | -4.8%
CC(=O)Nc1ccc(S(=O)(=O)NCC2CCC(C(=O)NCc3ccccc3Cl)CC2)cc1 (configuration not stated) | -6.9%
COc1ccccc1NC(=O)CN1CCCCCC1 | -9.6%
COc1ccc(C)cc1NC(=O)CN1CCN(CC(=O)Nc2ccccc2F)CC1 | -5.5%
O=[N+]([O-])c1ccc(O)c(C(C#Cc2ccccc2)N2CCOCC2)c1 (configuration not stated) | -9.0%
COc1ccc(CCNC(=O)c2cc(C)nc3c2c(C)nn3-c2ccccc2)cc1OC | -5.6%
CCCN1C(=O)CN(C2CCCCC2)C(=O)C1c1ccc(OC)c(OC)c1 (configuration not stated) | -12.8%
Cc1cccc(-c2nc3scc(CCNC(=O)c4ccc(Br)o4)n3n2)c1 | 1.5%
Cc1ccc(C)c(Cn2nnc3c(=O)[nH]c(C4CCN(S(=O)(=O)c5ccc(S(=O)(=O)NC6CC6)cc5)CC4)nc32)c1 | -7.0%
COc1ccccc1N1CCN(CC(=O)NCCc2ccc(S(N)(=O)=O)cc2)CC1 | 1.0%
COc1cc(C(CC(=O)Nc2ccc(Br)cn2)N2Cc3ccccc3C2=O)cc(OC)c1OC (configuration not stated) | 3.4%
CCCCCn1c(CN2CCN(C(=O)c3ccco3)CC2)nc2c1c(=O)n(C)c(=O)n2C | 2.6%
CCC(Sc1nc2cc3c(cc2c(=O)n1CCCC(=O)NCc1ccc2c(c1)OCO2)OCO3)C(=O)NCCCOC (configuration not stated) | 3.5%
CC(C)N1CCN(Cc2cccn2-c2nccs2)CC1CCO (configuration not stated) | -0.7%
Cc1oc(-c2cccc(Cl)c2)nc1Cn1c(SCc2ccc(F)cc2)nc2cccnc21 | 0.8%
COc1ccc(C)cc1NC(=O)c1cn(C)c(=O)c2cc(OC)c(OC)cc12 | -3.4%
CC(Sc1nnc(C2CC2)n1-c1ccccc1)C(=O)N1CCNC1=O (configuration not stated) | -7.7%
Cc1ccc(C2=NS(=O)(=O)N(C)C(C(=O)NCc3cccs3)=C2)cc1 | 8.4%
O=C(CC(c1cccs1)N1Cc2ccccc2C1=O)Nc1ccc(F)cc1 (configuration not stated) | -8.8%
N#CC1(c2ccccc2)CCC(=O)N1Cc1ccccc1 (configuration not stated) | 5.5%
Cc1ccc(CN(Cc2ccco2)C(=O)c2ccc(OCC(C)C)cc2)cc1 | -7.8%
COc1ccc(S(=O)(=O)c2nnn(-c3cc(Cl)c(OC)cc3OC)c2C)cc1 | 8.6%
CCOc1ccc(CCNC(=O)CSc2cc(=O)n(CC)c3ccccc23)cc1OCC | -5.4%
Cc1ccsc1CN1CCc2nc(N3CCN(c4ccccc4F)CC3)ncc2C1 | -2.0%
CCc1ccccc1NS(=O)(=O)c1ccc(OC)c2ncccc12 | 1.4%
O=C(Cc1ccc(Cl)cc1)Nc1ccc(S(=O)(=O)N2CCOCC2)cc1 | -2.1%
Cc1cc(C)c(NC(=O)C(=O)NCc2ccco2)c(C)c1 | -2.8%
CCC(Oc1ccccc1)C(=O)Nc1cccc(OCc2cc(=O)n3cccc(C)c3n2)c1 (configuration not stated) | 6.2%
Cc1csc2ncnc(NC3CCN(Cc4ccccc4)CC3)c12 | 3.3%
Cc1ccc(-n2c3c(cc(-c4nc(-c5ccc(Cl)cc5)cs4)c2=O)C(=O)CC(C)(C)C3)cc1 | -2.1%
CC(=O)c1cccc(NS(=O)(=O)c2cc(-c3onc(C)c3C)ccc2C)c1 | 3.9%
Cc1ccc(CNCc2ccc3c(c2)n(C)c(=O)n3C)cc1 | -7.3%
Cc1ccc(NC(=O)CSc2nccn2Cc2ccco2)cc1Cl | 14.3%
Cc1cnc(NC(=O)Cc2ccccc2F)s1 | 0.8%
CSc1nc(-c2ccccc2F)c(C#N)c(=O)n1C | -6.2%
COc1ccc(/C(C)=N/NC(=O)Cn2nc([N+](=O)[O-])cc2C)cc1 | 13.6%
COc1cccc(NC(=O)C2CCN(S(=O)(=O)c3cc(-c4noc(C)n4)ccc3C)CC2)c1 | -7.1%
Cc1ccccc1NC(=O)C(=O)NCC(c1ccc2c(c1)OCO2)N1CCN(c2ccccc2)CC1 (configuration not stated) | 3.8%
COCc1ccc(C(=O)N2CCCC(N(C)CCc3ccccc3)C2)s1 (configuration not stated) | 2.2%
Cc1ccc(S(=O)(=O)ON2C(=O)c3ccccc3C2=O)c(C)c1 | -73.6%[inhibitor]
O=C(c1ccc(NC2=NC3CS(=O)(=O)CC3S2)cc1)N1CCN(c2ccccc2)CC1 (configuration not stated) | 0.9%
CCOc1ncccc1C(=O)OCC(=O)c1cc(OC)c(OC)c(OC)c1 | 3.0%
CSCCC(NC(=O)c1ccccc1Cl)C(=O)NCC(c1cccs1)N(C)C (configuration not stated) | 2.2%
COc1ccc(NC(=O)c2c(C)oc3ccc(O)c(CN4CCCC(C)C4)c23)cc1 (configuration not stated) | -0.4%
Cc1cc(C)cc(Oc2c(C(F)(F)F)oc3c(CN4CCCC(C)C4)c(O)ccc3c2=O)c1 (configuration not stated) | 0.9%
COc1cccc(N2C(=O)c3cccnc3C2O)c1 (configuration not stated) | -41.4%[inhibitor]
COc1cc(OC)c(NC(=O)c2c(C)nn(-c3ccc(C)cc3)c2-n2cccc2)cc1Cl | 28.9%
CCOc1ccc(S(=O)(=O)N2Cc3ccccc3CC2C(=O)Nc2ccc(NC(C)=O)cc2)cc1 (configuration not stated) | 6.7%
Cc1cc(C(C)(C)C)cc(CN2CCN(S(=O)(=O)c3cccs3)CC2)c1O | -8.2%
CC(C)C(=O)Nc1nnc(SCC(=O)N2C(C)CCCC2C)s1 (configuration not stated) | 9.0%
O=S(=O)(c1ccc2nc(Nc3ccc(Br)cc3F)ccc2c1)N1CCCCC1 | 3.6%
CCN(CC)C(=O)Cn1c(SCC(=O)Nc2ccc(C)c(C)c2)nc2ccccc21 | 5.4%
Cc1cc(=O)oc2c3c(cc(OCC(=O)NCCCn4ccnc4)c12)OC(C)(C)CC3 | 3.8%
COc1cc(C(=O)N2Cc3cc4ccccc4nc3C2C)cc(OC)c1OC (configuration not stated) | 9.3%
Carrying on.
SMILES | aSyn yeast rescue
O=c1c2sc3ccccc3c2n(Cc2ccccc2Cl)c(=O)n1Cc1ccccc1 | -11.3%
Cc1ccc(NC(=O)/C(=C\c2cccs2)NC(=O)c2ccccc2)cc1 | 1.5%
O=C(COC(=O)c1ccc(OC(F)F)cc1)NCC1CCCO1 (configuration not stated) | -4.8%
COc1cccc(NC(=O)Cn2c(=O)n(Cc3nc(-c4ccccc4)no3)c(=O)c3ccccc32)c1 | -2.6%
Cc1ccc(N2C(=O)c3ccc(C(=O)N4CCN(c5ccccc5F)CC4)cc3C2=O)cc1 | -0.5%
CCc1nc(C)cn1S(=O)(=O)c1ccc([N+](=O)[O-])cc1 | -9.0%
O=C(CCCN1C(=O)/C(=C/c2ccc(F)cc2)SC1=S)Nc1ccc(C(=O)O)cc1 | 0.8%
C[C@@H]1CN([C@H](C)CO)C(=O)CCCn2nncc2CO[C@@H]1CN(C)C(=O)c1ccncc1 | -5.2%
O=C(CSc1ncc(-c2ccc(Cl)cc2)[nH]1)Nc1ccccc1F | 1.8%
CCCn1c(N2CCN(C(=O)NCc3ccccc3)CC2)nc2ccccc21 | -0.9%
OCCNc1nc(Nc2ccc(O)cc2)nc2ccccc12 | 12.0%
OCCC1CN(Cc2cccc(C(F)(F)F)c2)CCN1Cc1ccccc1 (configuration not stated) | 8.7%
CCOc1ccccc1N1CCN(C(=O)NCc2ccc(F)cc2)CC1 | 10.0%
Cc1ccc(C)c(NC(=O)C(=O)NCCc2c[nH]c3ccccc23)c1 | 7.8%
Cc1ccc2c(c1)nc(SCC(O)c1ccc(Br)cc1)n2C (configuration not stated) | 16.1%
